Screens (PubChem)
GPR151 activ – activators of human GPR151, primary screen, cell-based, PathHunter beta-arrestin, luminescence; G-protein coupled receptor 151 (Homo sapiens), Q8TDV0; PathHunter beta-arrestin GPR151 cells; activation, % at 11.2 µM; 650,000 compounds, 1% hits; in the data active = activation above about 4.9%;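 also: 0% = median of compound wells and 100% = cells with positive control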
Target sequence (Q8TDV0 whole entry, looked up): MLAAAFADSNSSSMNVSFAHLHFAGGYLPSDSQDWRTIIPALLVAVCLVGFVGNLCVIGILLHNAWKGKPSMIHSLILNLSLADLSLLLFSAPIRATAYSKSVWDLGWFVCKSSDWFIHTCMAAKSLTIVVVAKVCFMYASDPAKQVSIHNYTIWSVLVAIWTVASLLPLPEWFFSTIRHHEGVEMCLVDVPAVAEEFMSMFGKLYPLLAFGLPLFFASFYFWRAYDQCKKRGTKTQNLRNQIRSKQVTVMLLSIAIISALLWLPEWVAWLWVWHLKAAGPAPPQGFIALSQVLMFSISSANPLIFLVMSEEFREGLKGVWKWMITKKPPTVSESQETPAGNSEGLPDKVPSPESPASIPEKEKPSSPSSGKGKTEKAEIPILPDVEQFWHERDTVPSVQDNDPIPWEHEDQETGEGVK
FBW7 act – FBW7 E3 ligase activators, primary screen, biochemical, AlphaScreen, human. F-box/WD repeat-containing protein 7 (Homo sapiens), Q969H0. AlphaScreen FBW7–phospho-cyclin E peptide binding, activator screen. normalized activity (activation), % at 26.1 µM. 650,000 compounds, 0.13% hits; in the data active = normalized activity above about 1.9%;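 also: purified mutant Fbw7 with reduced substrate affinity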
TEAD-YAP inh – TEAD-YAP interaction inhibition, primary screen, TEAD-YAP interaction inhibitor project, luminescence, HEK-TIYL cells. TEAD-Gal4/YAP UAS-luciferase luminescence. inhibition, % at 9.12 µM. 640,000 compounds, 1.4% hits; in the data active = inhibition above about 32%;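 also: 0% = median of test compound wells and 100% = reference inhibitor wells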
MITF inh – MITF inhibitors, primary screen, biochemical, AlphaScreen, human; inhibition, % at 2.6 µM; AlphaScreen MITF homodimerization, bead proximity signal; 650,000 compounds, 0.91% hits; AID 1259374, 2018; Microphthalmia-associated transcription factor (Homo sapiens), O75030; in the data active = inhibition above about 50%;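 also: 0% = vehicle wells with protein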
Target sequence (O75030 whole entry, looked up): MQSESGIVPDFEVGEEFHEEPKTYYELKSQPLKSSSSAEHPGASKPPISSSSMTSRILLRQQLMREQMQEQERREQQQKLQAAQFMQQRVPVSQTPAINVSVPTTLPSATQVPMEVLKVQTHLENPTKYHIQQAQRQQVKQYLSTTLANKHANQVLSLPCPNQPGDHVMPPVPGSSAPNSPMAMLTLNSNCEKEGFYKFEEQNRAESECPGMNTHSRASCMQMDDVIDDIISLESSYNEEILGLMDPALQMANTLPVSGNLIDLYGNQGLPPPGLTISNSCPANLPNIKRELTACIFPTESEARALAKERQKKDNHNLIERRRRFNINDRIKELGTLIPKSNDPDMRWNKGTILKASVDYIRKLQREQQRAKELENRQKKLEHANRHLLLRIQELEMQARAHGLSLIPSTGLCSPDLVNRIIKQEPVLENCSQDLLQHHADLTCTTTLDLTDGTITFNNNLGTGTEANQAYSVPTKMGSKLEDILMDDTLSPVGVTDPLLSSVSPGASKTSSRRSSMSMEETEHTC
Starred values were filed as active, the others as inactive; & = joins results of further samples.

canonical_smiles	GPR151 activ	FBW7 act	TEAD-YAP inh	MITF inh
Cc1cc(C(=O)OCC(=O)Nc2ccc([N+](=O)[O-])cc2C#N)c(C)n1-c1ccc(F)cc1	-1.6	-0.2	-5	24
CCOc1ccc(OCCC(=O)OCc2cc(C(C)=O)ccc2OC)cc1	1.1	0.2	0	-12
O=C(Cc1cc(-c2cccc(C(=O)NCCN3CCOCC3)c2)n[nH]1)Nc1ccccc1Cl	-0.9	0.0	3	10
Cc1ccc(N2C(=O)/C(=C/c3ccc(-c4ccc(Cl)c(Cl)c4)o3)C=C2c2ccccc2)c(Br)c1	0.6	0.1	5	-6
CCC(CO)NCc1c(OC)ccc2ccccc12 (stereo not drawn)	-0.5	0.1	-4	7
c1ccc(Oc2ccc(Nc3ncnc4ccccc34)cc2)cc1	-0.3	0.1	-37	-4
COc1ccc(-c2cnn3ccc(NCCO)nc23)cc1OC	-0.4	0.2	57*	-4
COc1cccc(N2C(=O)C3C4c5ccccc5C(CO)(c5ccccc54)C3C2=O)c1 (stereo not drawn)	-0.6	0.2	5	17
COC(=O)c1ccc(Oc2c(F)c(F)nc(OC)c2F)cc1	0.5	0.0	2	8
CSc1nc(=O)n(-c2ccccc2)c(C)c1C(C)=O	-0.2	0.0	-11	0
COc1ccc(NC(=O)CS(=O)CC(=O)Nc2cc(C(F)(F)F)ccc2F)cc1 (stereo not drawn)	-0.4	0.1	-6	3
CCN1C(=O)C(C)(C)COc2cc(NS(=O)(=O)CC(C)C)ccc21	-1.5	0.1	5	12
CC(=O)N1c2ccccc2NC2=C(C(=O)CC(c3cccc([N+](=O)[O-])c3)C2)C1c1ccc(C)cc1 (stereo not drawn)	-1.3	0.1	2	-7
O=C(Nc1ccc2c(c1)OCCO2)Nc1nnc(N2CCCCCC2)s1	-0.4	0.1	-9	-8
CN(C)CCNC(=O)c1cc(-c2cccc(Cl)c2)nc2ccccc12	0.0	-0.1	-1	-6
COc1cccc(CN(CC2CC2)C(=O)c2n[nH]c3cc(-c4cn[nH]c4)ccc23)c1	0.8	-0.2	-23	34
Cc1cccc(C(=O)Nc2ccc(C(=O)N/N=C/c3ccc(O)cc3)cc2)c1	-0.5	0.2	-12	9
COc1ccc(OC)c(NC(=O)CSc2nnc(NC(=O)c3ccc(C)cc3)s2)c1	-0.9	0.0	-17	10
CC1(C)CC(=O)C2=C(C1)Nc1[nH]c(=O)[nH]c(=O)c1C2c1ccccc1 (stereo not drawn)	-1.6	0.0	1	-1
COCCNC(=O)C(=O)NCc1ccc(Cl)cc1	-0.8	0.5	2	-11
CC(C)Oc1ccc(Br)cc1/C=N/n1nnnc1N	-0.6	0.5	12	15
COc1cc2nc(Nc3ccc4ncccc4c3)nc(NC3CC3)c2cc1OC	1.0	0.0	2	-2
CC(=O)c1ccc(NC(=O)c2c[nH]c(=O)n(-c3ccc(F)c(Cl)c3)c2=O)cc1	1.6	-0.1	-1	-1
CC(NC(=O)c1ncoc1-c1ccc2ccccc2c1)c1ccccn1 (stereo not drawn)	1.6	0.1	-47	-5
CCOc1ccc(C(=O)Nc2ccccc2C#N)cc1[N+](=O)[O-]	2.3	0.1	11	-9
Cc1cc(C)nc(OC(Cc2cnccn2)c2ccc(C(F)(F)F)cc2)n1 (stereo not drawn)	-2.3	0.5	5	17
Cc1ccc(S(=O)(=O)NCc2csc(C)n2)cc1	0.9	0.7	2	14
CN(C)CCNc1ccnc2c(-c3cccc4ccccc34)cnn12	-1.2	0.9	-35	-20
O=C(Nc1ccccc1C(=O)N1CCOCC1)c1ccc(Br)cc1	0.5	0.0	1	9
Nn1cnn2c(SCC(=O)Nc3ccc([N+](=O)[O-])cc3)nnc12	0.3	-0.3	0	5
CCCCNC(=O)C1(NC(=O)Nc2cccc(OC)c2)CCCCC1	-0.4	-0.1	7	4
O=C(CC12CC3CC(CC(C3)C1)C2)NNC(=O)c1cccc(I)c1	0.7	0.0	-2	0
COc1ccc(C2=CC(c3ccc(OC)c(OC)c3OC)n3nnnc3N2)cc1 (stereo not drawn)	1.8	0.0	-37	3
CC(=O)c1cc(CC(=O)NC2CCCc3c2cnn3-c2ccc(F)cc2F)cs1 (stereo not drawn)	-0.4	-0.1	-3	-19
O=C(/C=C/c1ccco1)C1=C(O)C(=O)N(CCN2CCOCC2)C1c1cccc(F)c1 (stereo not drawn)	0.6	0.0	11	31
Cc1cc(C)nc(-n2c(Nc3ccccc3)cc(=O)c3c(C)n(-c4ccccc4)c(=O)nc32)n1	1.1	0.0	-7	4
CCc1ccc(OCCNC(=O)CN(c2ccc(C)cc2)S(C)(=O)=O)cc1	-1.3	0.0	16	11
O=c1[nH]c(Nc2ccc(Br)cc2)nnc1Cc1ccccc1	-1.7	1.0	7	8
COc1ccc(C(=O)NC(=S)Nc2sc3c(c2C#N)CCCCCC3)cc1OC	2.0	-0.1	-3	12
COC(=O)C1=C(C)n2nnnc2NC1c1cc2ccccc2o1 (stereo not drawn)	0.8	0.1	11	77*
Cn1c(=O)n(C)c2cc(S(=O)(=O)N3CCCc4ccccc43)ccc21	0.0	0.1	1	15
CCOC(=O)N1CCN(Cc2ccc3c(c2)CN(C(=O)c2ccc[n+]([O-])c2)CCO3)CC1	-0.3	0.1	4	13
CC(CO)(CO)NC(=O)c1ccccc1F	2.2	1.0	5	21
CC(C)(C)C(=O)NCC(c1ccco1)S(=O)(=O)c1ccc(Cl)cc1 (stereo not drawn)	-0.6	0.0	-13	-1
COc1cc(Nc2nc(Nc3cccc(N(C)C)c3)nc3c2ncn3CCN2CCCC2=O)cc(OC)c1OC	1.3	0.0	-3	13
Fc1cccc2ncnc(OCc3ccccc3)c12	0.0	0.0	-8	1
CC12CN3CC(C)(CN(C1)C3c1ccccc1F)C2=O (stereo not drawn)	0.4	-0.2	-11	-10
Cc1ccc(S(=O)(=O)NC(=O)N2CCCC(C)C2)cc1 (stereo not drawn)	-2.4	0.2	-40	11
Cc1cccc(C(=O)Nc2ccc(C(=O)Nc3ccccc3[N+](=O)[O-])cc2)c1	-0.2	-0.1	13	1
O=C(CSc1ccc2nnc(-c3ccc(F)cc3)n2n1)Nc1ccc2c(c1)OCCO2	0.8	0.2	-3	0

Continued:
canonical_smiles	GPR151 activ	FBW7 act	TEAD-YAP inh	MITF inh
Cc1ccc(C)c(C(=O)O/N=C(\N)c2ccccc2)c1	2.1	-0.1	-21	-8
O=C(c1nc2sccn2c1CN1CCc2[nH]cnc2C1c1ccncc1)N1CCCCC1 (stereo not drawn)	1.4	0.1	-4	0
COc1ccc(/C=C(\C#N)C(=O)Nc2ccc([N+](=O)[O-])cc2Br)cc1OC	-0.9	-0.1	-1	30
COc1ccc(C2CC(c3cccs3)=NN2C(=O)CSc2nnc(CNC(=O)c3cccc(C)c3)n2-c2ccccc2OC)cc1 (stereo not drawn)	3.3	-0.3	25	5
Cc1ccccc1NCN1C(=O)C2CC=CCC2C1=O (stereo not drawn)	4.2	0.1	-5	-7
CC(/C=C/c1ccco1)=N\NC(=O)CNC(=O)c1ccc2c(c1)OCO2	0.3	0.0	-11	-1
CC(=O)Nc1ccc(S(=O)(=O)Nc2ccc(C)c([N+](=O)[O-])c2)cc1	-0.7	0.9	-3	13
CN(Cc1ccccn1)Cc1nc(-c2ccccn2)no1	-2.3	0.2	-8	9
COc1ccc(-c2nsc(SCC(=O)Nc3cccc(OC)c3)n2)cc1	-0.4	-0.2	-9	-4
O=C(c1ccco1)N1CCN(C(=O)c2cc3c(=O)oc4ccccc4c3s2)CC1	0.7	-0.1	8	0
CCc1cccc(C)c1NC(=O)c1c(-c2c(Cl)cccc2Cl)noc1C	0.0	-0.2	2	3
COc1ccc(N2CCN(C(CNC(=O)C3CC3)c3ccco3)CC2)cc1 (stereo not drawn)	1.4	0.9	6	9
COc1ccc(Oc2ccc(NC(=O)CCC(=O)O)cc2)cc1	3.1	0.1	-5	-2
CCc1nnc2ccc(N3CCN(S(=O)(=O)CCc4ccccc4)CC3)nn12	1.0	-0.1	12	0
Cc1ccc(S(=O)(=O)C(CNC(=O)c2ccc(F)cc2)c2ccco2)cc1 (stereo not drawn)	1.4	-0.1	-25	-3
COc1cc(OC)cc(C(=O)NC2CC2)c1	0.2	-0.1	-14	1
O=C(CN1CCCc2ccccc21)NCc1ccccc1Cl	-0.8	-0.2	-3	-2
Cc1cc(C)c2oc(-c3ccc(C)c(N)c3)nc2c1	0.7	0.1	-49	18
CC12CCC(C(=O)Nc3ccc(SC(F)F)cc3)(CC1=O)C2(C)C (stereo not drawn)	1.2	0.0	-12	5
Cc1ccccc1OCCCCNC(C)(C)C	-0.4	0.0	-5	-10
COc1ccc2cc(C)c3nn(Cc4cccnc4)c(=O)n3c2c1	-0.9	-0.2	-14	1
CCOc1ccc(S(=O)(=O)NCC(=O)OCN2C(=O)c3ccccc3C2=O)cc1	0.2	0.5	-4	19
CNC(=O)/C(C#N)=C/c1c(Oc2ccccc2Cl)nc2ccccn2c1=O	-6.3	0.1	6	7
Cc1cc(-c2csc(NC(=O)c3cn4ccccc4n3)n2)c(C)n1C	0.1	-0.2	-19	25
CC1CN(C(=O)Nc2ccc(F)cc2F)CC(C)O1 (stereo not drawn)	-0.9	-0.2	8	-9
Cc1ccc(S(=O)(=O)NCc2ccc(C(=O)NCCC(C)C)cc2)cc1	-1.1	1.3	-6	5
O=C1NC(=O)C(=Cc2ccc(N3CCCCC3)c([N+](=O)[O-])c2)C(=O)N1	-1.2	0.0	1	8
COc1ccc(NC(=O)C2CCC(CNc3c(N4CCC(C)CC4)c(=O)c3=O)CC2)cc1 (stereo not drawn)	2.7	-0.1	-1	-8
CCCNC(=O)c1cnn2c1NC(c1cc(OC)c(OC)c(OC)c1)CC2C(F)(F)F (stereo not drawn)	0.9	0.0	-2	-68
CCCc1nc2ccccc2n1CC(O)COc1ccc(Cl)cc1 (stereo not drawn)	-1.0	-0.2	0	-6
COc1ccccc1-c1nc(C)c(-c2ccc(SCc3ccccc3)nn2)s1	1.7	-0.1	7	-3
CCCCOc1ccc(/C=C2\N=C(c3ccc([N+](=O)[O-])cc3)OC2=O)cc1	-1.1	0.2	9	17
NC(=O)c1c(NC(=S)NC(=O)c2ccc(Cl)cc2Cl)sc2c1CCCC2	0.6	-0.1	4	0
CCSCCOC(=O)C1=C(C)NC2=C(C(=O)CC(C)(C)C2)C1c1ccc(O)c(OC)c1 (stereo not drawn)	0.2&-0.9	-0.2&0.7	-12&2	-1&11
CC(=O)Nc1cccc(NC(=O)CN2C(=O)CC(c3ccco3)Sc3ccccc32)c1 (stereo not drawn)	1.3	0.0	4	-5
O=[N+]([O-])c1cc(CN2CCN(CCOCCO)CC2)ccc1Cl	1.4	0.3	3	5
Cc1c(C)[n+](=O)c2cc(Cl)c(Cl)cc2n1[O-]	0.3	0.0	1	-1
O=C(Nc1ccc2c(c1)OCCO2)c1oc(=O)c2ccccc2c1-c1ccccc1	-0.5	0.5	-9	6
NCCNCCNCCN	0.1	-0.2	3	91*
CCCCOc1ccccc1N	1.6	-0.1	1	-7
CCOC(=O)c1c(C)n(C)c2cc(-c3ccccc3)c(O)cc12	1.9	0.0	-27	2
C=CCc1c(C)nc(SCC(=O)Nc2ccc(C)cc2)[nH]c1=O	0.5	0.5	15	20
Cc1cc[n+](CCc2ccccc2)cc1C	0.5	-0.1	11	3
O=C(Nc1ccc(F)cc1)C(=O)c1c[nH]c2ccccc12	-2.8	-0.3	-75	0
C=CCn1c(=O)/c(=C/c2ccc(O)cc2)s/c1=C(/C#N)c1nnc2n1CCCCC2	1.4	-0.2	2	28
N#C/C(=C\c1ccc(Cl)cc1)C(=O)Nc1ccc(S(=O)(=O)Nc2ncccn2)cc1	-1.4	0.1	-6	-5
CC(=O)Oc1ccc(N2C(=O)c3cccc(N)c3C2=O)cc1	1.1	0.0	3	6
CCOC(=O)C1CCN(C(=O)COc2cc(Cl)c(Cl)cc2Cl)CC1	-1.8	0.7	2	13

In a second layout: entries from further up.
Cc1cc(C(=O)OCC(=O)Nc2ccc([N+](=O)[O-])cc2C#N)c(C)n1-c1ccc(F)cc1
  GPR151 activ = -1.6
  FBW7 act = -0.2
  TEAD-YAP inh = -5
  MITF inh = 24
O=C(Nc1ccc(F)cc1)C(=O)c1c[nH]c2ccccc12
  GPR151 activ = -2.8
  FBW7 act = -0.3
  TEAD-YAP inh = -75
  MITF inh = 0

In the list so far, these have a tert-butyl group.
canonical_smiles	GPR151 activ	FBW7 act	TEAD-YAP inh	MITF inh
CC(C)(C)C(=O)NCC(c1ccco1)S(=O)(=O)c1ccc(Cl)cc1 (stereo not drawn)	-0.6	0.0	-13	-1
Cc1ccccc1OCCCCNC(C)(C)C	-0.4	0.0	-5	-10

In a second layout: entries from further up.
Fields: GPR151 activ | FBW7 act | TEAD-YAP inh | MITF inh
> Cc1cccc(C(=O)Nc2ccc(C(=O)N/N=C/c3ccc(O)cc3)cc2)c1
    -0.5 | 0.2 | -12 | 9
> COc1ccc(OC)c(NC(=O)CSc2nnc(NC(=O)c3ccc(C)cc3)s2)c1
    -0.9 | 0.0 | -17 | 10
